KDM5B inhibitor: Primary screen for KDM5B Histone Demethylases FDH-coupled qHTS; Lysine-specific demethylase 5B (Homo sapiens), Q9UGL1; hit rate 2.6% among 220,000; KDM5B demethylase, FDH-coupled NADH fluorescence (FDH is formaldehyde dehydrogenase); Potency, µM (series often up to 57.7 µM), for inactives: at the highest dose activity change, negative = inhibition, most hits filed as inhibitors; active means well fitted inhibition curve with a large enough effect; inconclusive means small, poorly fitted or top-dose-only effect; inactive means no such curve, though single readings can be large or run the other way; further: 0% is about no effect; nearly all actives have a fitted effect of over 70% in size
Target sequence (Q9UGL1 whole entry, looked up): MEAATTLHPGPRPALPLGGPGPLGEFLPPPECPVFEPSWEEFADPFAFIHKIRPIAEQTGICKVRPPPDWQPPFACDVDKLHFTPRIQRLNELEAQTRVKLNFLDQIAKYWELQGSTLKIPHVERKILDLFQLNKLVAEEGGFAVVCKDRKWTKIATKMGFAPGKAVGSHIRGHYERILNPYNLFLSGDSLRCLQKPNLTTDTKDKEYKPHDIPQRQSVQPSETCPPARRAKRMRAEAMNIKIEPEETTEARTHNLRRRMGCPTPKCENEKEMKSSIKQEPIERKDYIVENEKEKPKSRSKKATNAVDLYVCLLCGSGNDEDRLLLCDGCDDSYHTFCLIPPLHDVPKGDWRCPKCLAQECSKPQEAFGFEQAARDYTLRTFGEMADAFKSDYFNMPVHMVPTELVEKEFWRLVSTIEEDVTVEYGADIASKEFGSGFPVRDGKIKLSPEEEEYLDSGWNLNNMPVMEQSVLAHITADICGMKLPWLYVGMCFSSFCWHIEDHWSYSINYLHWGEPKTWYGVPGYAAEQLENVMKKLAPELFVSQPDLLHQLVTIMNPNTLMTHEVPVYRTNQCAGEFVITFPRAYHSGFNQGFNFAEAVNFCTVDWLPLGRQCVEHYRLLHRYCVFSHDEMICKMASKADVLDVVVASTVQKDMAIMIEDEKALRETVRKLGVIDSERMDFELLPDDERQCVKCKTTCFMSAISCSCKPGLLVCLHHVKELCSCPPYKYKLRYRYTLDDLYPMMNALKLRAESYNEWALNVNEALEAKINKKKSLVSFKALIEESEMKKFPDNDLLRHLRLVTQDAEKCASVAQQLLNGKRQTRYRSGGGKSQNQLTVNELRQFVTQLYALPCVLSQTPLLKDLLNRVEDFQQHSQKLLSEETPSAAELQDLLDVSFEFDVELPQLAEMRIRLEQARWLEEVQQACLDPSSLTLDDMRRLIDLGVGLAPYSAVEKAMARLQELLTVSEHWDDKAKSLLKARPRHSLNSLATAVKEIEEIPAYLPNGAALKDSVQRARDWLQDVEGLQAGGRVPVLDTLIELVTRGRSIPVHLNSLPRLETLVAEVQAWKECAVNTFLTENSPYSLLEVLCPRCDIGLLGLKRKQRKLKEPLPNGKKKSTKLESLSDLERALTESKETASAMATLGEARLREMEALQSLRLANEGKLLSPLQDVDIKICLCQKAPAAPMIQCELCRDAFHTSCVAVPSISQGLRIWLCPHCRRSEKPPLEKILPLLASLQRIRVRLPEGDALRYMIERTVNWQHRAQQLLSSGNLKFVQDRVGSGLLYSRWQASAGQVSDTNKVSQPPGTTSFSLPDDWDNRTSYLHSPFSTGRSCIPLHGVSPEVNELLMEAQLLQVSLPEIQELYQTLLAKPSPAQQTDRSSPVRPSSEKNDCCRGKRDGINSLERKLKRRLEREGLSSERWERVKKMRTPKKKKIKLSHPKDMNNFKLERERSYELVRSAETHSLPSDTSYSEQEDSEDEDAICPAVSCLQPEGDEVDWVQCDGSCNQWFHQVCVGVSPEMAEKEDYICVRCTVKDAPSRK
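Here, H3K4me3 peptide (12.5 µM in substrate mix) is demethylated by KDM5BΔAP, 200 nM final, after 10 min compound exposure. Formaldehyde product is coupled through FDH (0.25 U/mL in mix) to NADH fluorescence; 30-min ΔRFU feeds dose-response curves.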
The depositor's hits bear a star; i = inactive; ? = inconclusive; [ ] = remark or other dose. Potency means the concentration at half of the fitted maximal effect. Only part of the results is shown; count on the stated rates, not on these rows.

KDM5B inhibitor | molecule
-5% | CCOc1ccc(NC(=O)C2=NN(C3CCS(=O)(=O)C3)C(=O)CC2)cc1OCC (stereo not given)
-33% | CS(=O)(=O)N1CCOc2ccc(CCC(=O)O)cc2C1
18% | Cc1cc2oc(=O)cc(COC(=O)c3n[nH]c4ccccc34)c2cc1C
14% | Cc1cccc(CNC(=O)CSc2nc3ccccc3nc2C)c1
-23% | Cc1ccc(Nc2nc(N)nc(N)c2S(=O)(=O)c2ccccc2)cc1
-11% | CC(C)Oc1ccc(C(=O)N2CCCCC2CCN2CCOCC2)cc1 (stereo not given)
-6% | COc1ccc(NC(=O)Nc2nnc(Cc3ccc(F)cc3)s2)cc1
28% | CC(Sc1ccccc1Cl)C(=O)NC1CCCC1 (stereo not given)
25%[86.2 µM] | O=C(C1CC1)N1CCC(O)(c2csc(CN3CCOCC3)n2)CC1
-3% | Cc1cc(C)cc(CN2CCC(C(=O)NCC(F)(F)F)CC2)c1
-2% | COc1ccc(NC(=O)Cn2nc3n(c2=O)CCCC3)c(OC)c1
-15% | Fc1ccc(COc2ccc3ccccc3c2CNCc2ccncc2)cc1

By substructure, the compounds so far containing an aryl thioether with sulfur outside any ring.
KDM5B inhibitor | molecule
14% | Cc1cccc(CNC(=O)CSc2nc3ccccc3nc2C)c1
28% | CC(Sc1ccccc1Cl)C(=O)NC1CCCC1 (stereo not given)

Additional results follow.
KDM5B inhibitor | molecule
10% | CCOC(=O)C(=O)Nc1ccc(OCC(C)C)cc1
25% | Cc1ccc2c(c1)cc1c(=O)n(CC(=O)NC3CCCCC3)nc(C)n12
-18% | Cc1ccc(-n2nc3c(N4CCC(C(=O)NC(C)C)CC4)nnc(C)c3c2C)cc1
-25% | Cc1ccc(/C=N/Nc2cc(C)nc(NCc3ccccc3)n2)cc1
-10% | Cn1nnnc1SCCCNCc1cccc(OCc2ccccc2)c1
-7% | COCCNC(=O)CC[C@]12CC[C@](C)(O)C[C@H]1C(C)(C)C[C@@H]2NC(=O)Cc1cccs1
? | COCCN1CCOc2nc(-c3ccc(Oc4ccccc4)cc3)ncc2C1=O
-14% | O=C1NC2(CCCN([S+](=O)([O-])c3cccs3)C2)Oc2ccccc21 (stereo not given)
-3% | CCN1CCN(Cc2c(O)ccc3c(=O)c(Oc4ccccc4C(C)C)c(C(F)(F)F)oc23)CC1
-21%[149 µM] | CN1CC(=O)N(C2CCCC2)Cc2c(NCC3CC3)ncnc21
-18% | CC(C)c1ccc(NC(=O)CSc2nc3ccccc3nc2Cc2ccccc2)cc1
? | Cc1ccccc1Cn1c(SCc2ccc(C(=O)NCCc3ccccc3)cc2)nc2ccncc21
-3% | O=S(=O)(CC(CN1CCOCC1)N1CCCCC1)c1ccc2ccccc2c1 (stereo not given)
? | CCCN1C(=O)c2ccccc2NC1c1ccc(Cl)c(Cl)c1 (stereo not given)
-35%[86.2 µM] | CC(C)NC(=O)N[C@H]1CCN2C(=O)c3cc(Br)ccc3NC(=O)[C@@H]2C1
? | Cc1ccc(C)c(N2CCN(CCCNC(=O)c3cnn(-c4cccc(Cl)c4)c3C3CCN(C(=O)OC(C)(C)C)CC3)CC2)c1
-32% | C#CCN(Cc1ccc(F)cc1)C(=O)C1CCCN(c2ncccn2)C1 (stereo not given)
-23% | COc1cc2c(cc1OC)C(COc1ccc(F)cc1)N(C(=O)c1ccccc1F)CC2 (stereo not given)
3% | Nc1ccc([N+](=O)[O-])cc1C(=O)NNC(=O)c1ccco1
0% | CC(C)(O)CCc1cccc(C(=O)N(Cc2ccc3c(c2)OCO3)C2CC2)c1
-26% | O=C(NCCc1ccc(Cl)cc1)C1CCCN1c1nc2ncccc2o1 (stereo not given)
27% | C=CCC1(Nc2c(C)cccc2CC)CCCCC1
21% | CCCCCCOC(=O)c1ccc(NS(=O)(=O)c2cccc3cccnc23)cc1
-12% | O=C(Nc1ccccc1C(=O)Nc1ccccc1)c1ccccc1F
20%[86.2 µM] | O[C@H]1CC[C@@H](Cc2cc(-c3ccc(F)cc3)on2)O[C@@H]1CNCc1ccncc1
i | COc1ccc(CNc2oc(-c3cccc4ccccc34)nc2C#N)cc1
28µM* | Cn1cc(-c2cnc3[nH]cc(CC(=O)Nc4cccc(F)c4)c3c2)cn1
-12% | COc1cccc(CNC(=O)[C@@H]2C[C@@H](O)CN2C2CCN(C(=O)c3cccc(C)c3)CC2)c1
-3%[86.2 µM] | COc1ccc(C(=O)N2CCOCC3(CN(Cc4cc(F)cc(F)c4)C3)C2)cc1
-18% | CN1CCCCCCN(C(=O)Cc2c[nH]c3ccccc23)[C@H]2CCC[C@H]2C1=O
-21% | CC(C(=O)NCc1ccc(OC(F)(F)F)cc1)C1CCOCC1 (stereo not given)
25µM* | COc1ccc(-c2ccnc3nc(Cc4ccc(F)cc4)nn23)c(F)c1
? | O=C(Cn1c(=O)n(Cc2ccco2)c(=O)c2oc3ccccc3c21)Nc1ccc(F)cc1F
-1% | CCC(C)c1ccccc1NC(=O)c1cc2cccc([N+](=O)[O-])c2[nH]1 (stereo not given)
-14% | O=C1CC(c2ccccc2)N(C(=O)C2CCCC2)CCCCCCN1 (stereo not given)
? | Cc1ccc(SCc2ccc(-c3nc(C4CCOC4)no3)o2)cc1 (stereo not given)
-2% | Cc1cc(C)c2c(=O)cc(C(=O)NCC(c3cccs3)N3CCCC3)oc2c1 (stereo not given)
2% | COCCn1ncc(N2CCC(NC(=O)C(C)c3ccccc3)CC2)cc1=O (stereo not given)
-1% | Cc1ccc(-c2nonc2NC(=O)c2ccccc2Br)cc1
-9%[86.2 µM] | O=C(NC1CC1)C1CN(c2cccc(Cl)c2)C(=O)N1 (stereo not given)
? | Cc1ccccc1CN1CCc2nc(Nc3ccc4c(c3)OCCO4)ncc2C1
5% | CCOC(=O)c1c(NC(=O)C(=O)NCc2ccccc2)sc2c1CC(C)(C)OC2
-15% | Cc1nn(C)c2ncnc(NCc3nn[nH]n3)c12
? | COc1ccc(O)c(CN2CCCC(Nc3ccc(F)cc3)C2)c1 (stereo not given)
17% | Cc1cccc(C(C)C)c1NC(=O)c1ccc(Cl)cc1F
4% | CC(=O)Nc1cccc(NC(=O)CN2C(=O)CCSc3ccccc32)c1
5% | COc1ccc(CCNC/C=C/c2ccccc2)cc1
? | COCCn1cc(CN2CCN(Cc3cccc(F)c3)CC2)ccc1=O
7% | C=CCOC(=O)C1=CN(Cc2ccccc2)S(=O)(=O)N=C1C
-10% | CC1(C)OC2OC(C(=O)Oc3ccccc3)C3OC(C)(C)OC3C2O1 (stereo not given)
16% | Cc1ccc(CN(C)Cc2ccccc2C)o1
-10% | CNc1nnc(SCc2cccc(C#N)c2)s1
1% | Cc1ccc(OCC(=O)c2ccc3c(c2)N(CCCC(=O)NCC2CC2)C(=O)CO3)cc1C
44%[115 µM] | Cc1ccc(CNC[C@H]2Cn3ccnc3CO2)cc1
7% | CC1(C)Cc2cccc(OCc3ccc(C(N)=O)cc3)c2O1
0%[86.2 µM] | Cc1ccccc1CN1Cc2nc(-c3cncnc3)ccc2OCC1=O
9% | O=C(c1ccccc1)C1CCCN1C(=O)C(F)(F)F (stereo not given)
-16% | O=C(CSc1ccc2nnc(-c3cccnc3)n2n1)Nc1ccc(F)cc1F
9% | COc1cc(C2C3=C(CCCC3=O)OC3=C2C(=O)CCC3)ccc1OCc1cccc(F)c1
? | O=C(Nc1ccccc1F)c1nc(S(=O)(=O)Cc2ccccc2F)ncc1Cl

The list goes on.
KDM5B inhibitor | molecule
? | O=C1Nc2ccc(-c3cccc(C(F)(F)F)c3)cc2C(=O)N2C[C@H](O)C[C@@H]12
18% | COC1CCN(Cc2c(C(=O)N3C[C@@H](C)O[C@@H](C)C3)nc3ccc(Cl)cn23)CC1
17% | Cc1oc2cc(OCC(=O)N[C@@H](CC(C)C)C(=O)O)ccc2c(=O)c1-c1ccc(Cl)cc1
11% | C=CCN1CCN(c2ccc(C(F)(F)F)cn2)CC1
? | CCNC(=O)Nc1ccc(OCC(=O)N2CCN(c3ccccn3)CC2)nc1
-21% | CC(=O)Nc1cc(-c2ccccc2)nn1Cc1cccc(Cl)c1
4% | COc1ccc(NC(=O)CSc2nncs2)cc1S(N)(=O)=O
-4% | O=C(NC(=S)Nc1cccc(O)c1)c1ccco1
-28%[86.2 µM] | O=C(N[C@@H]1CN(Cc2ccccn2)CCC[C@H]1O)c1ccc(OCc2ccccc2)cc1
13% | O=C(Cn1ncc2c1-c1ccccc1OC2)N1CCN(c2cccc(Cl)c2)CC1
-13% | O=C(Cn1nc2c(cc1=O)CCCC2)NCCc1ccc(O)cc1
7% | c1ccc(CNCCCN2CCCCC2)cc1

Some of the entries so far, tab-delimited.
mol	KDM5B inhibitor
Cc1oc2cc(OCC(=O)N[C@@H](CC(C)C)C(=O)O)ccc2c(=O)c1-c1ccc(Cl)cc1	17%
C=CCN1CCN(c2ccc(C(F)(F)F)cn2)CC1	11%
CCNC(=O)Nc1ccc(OCC(=O)N2CCN(c3ccccn3)CC2)nc1	?
CC(=O)Nc1cc(-c2ccccc2)nn1Cc1cccc(Cl)c1	-21%

Other entries.
KDM5B inhibitor | molecule
-9%[86.2 µM] | COCC(=O)NC[C@H]1OC[C@@H](NCc2ccc(F)cc2)[C@@H]1O
-21% | CC1CCN(C(=O)CN2CCSc3ccccc32)CC1
-173% | Fc1ccc(C2=NN(c3cccc(C(F)(F)F)c3)C(c3ccc(F)cc3)C2)cc1 (stereo not given)
-9% | CN1CCN(CCCN2C(=O)CSC2c2ccc(Cl)cc2)CC1 (stereo not given)
6% | Cc1ccc(/C=C2\Oc3cc(OS(C)(=O)=O)ccc3C2=O)cc1
-1% | COc1ccc(-n2nc(C3CCCN(CCC(C)C)C3)[nH]c2=O)cc1 (stereo not given)
? | CCCOc1cccc(C2C(C(=O)c3ccc(C)o3)=C(O)C(=O)N2c2nc(C)c(C(C)=O)s2)c1 (stereo not given)
? | CCCCOC(=O)c1ccc(Nc2nc3ccc(C)cc3n3cnnc23)cc1
? | CN(C)c1ccc(N=Cc2c(O)ccc3ccccc23)cc1
0% | Cc1ccc2oc(=O)c3cnn(CC(=O)Nc4ccc(Br)cc4C)c3c2c1
6% | Cc1cc(C(C)(C)C)cc(C)c1COC(=O)c1nn(C)c(=O)c2ccccc12
-9% | CN(C)CC(O)c1cc2n(n1)CCN(C(=O)c1cc(=O)[nH]c(=O)[nH]1)C2 (stereo not given)
-13% | COc1cccc([S+](=O)([O-])N2CCCC3(C2)C(=NC2CCCCC2)NC(=O)N3c2cccnc2)c1 (stereo not given)
18% | CCc1ccc(NC(=O)Cn2c(-c3cnccn3)nc(C)c(C)c2=O)cc1
14%[86.2 µM] | COc1cccc(CN2CCN3C(=O)N(C4CCOCC4)C[C@H]3C2)n1
13% | Cn1c(C(=O)N2CCN(C(=O)C3CCCCC3)CC2)cc2ccccc21
? | CC(C)(Oc1nn(Cc2cccc(Cl)c2)c2ccccc12)C(=O)NC1CCC(O)CC1 (stereo not given)
16% | CCCC(=O)N(C)CCCc1ccccc1
-5% | O=C1CC(c2ccccc2F)c2c(n3c(nc4ccccc43)[nH]c2=O)N1 (stereo not given)
-17% | COc1cc(/C=C(/C#N)c2ccccc2F)cc(I)c1OC
-27%[86.2 µM] | O=C(NCc1ccco1)[C@@H]1Cc2nc[nH]c2CN1CCCc1ccccc1
11%[86.2 µM] | C[C@H]1[C@@H]2[C@@H](O)C([C@H](C)C(=O)N(C)CCC#N)CC[C@@]2(C)CC[C@@H]1NS(C)(=O)=O (stereo not given in full)
-12% | COC(=O)c1ccccc1NC(=O)c1ccc2nc(CCc3ccccc3)oc2c1
6% | O=C(CSc1ccccc1F)c1ccc2c(c1)-c1ccccc1C2

Grouped by structure, the entries above with two or more sulfur atoms
KDM5B inhibitor | molecule
-14% | O=C1NC2(CCCN([S+](=O)([O-])c3cccs3)C2)Oc2ccccc21 (stereo not given)
-10% | CNc1nnc(SCc2cccc(C#N)c2)s1
4% | COc1ccc(NC(=O)CSc2nncs2)cc1S(N)(=O)=O

Additional records follow:
KDM5B inhibitor | molecule
8% | COc1ccccc1OC1(C(=O)O)CCN(Cc2ccccc2F)CC1
31%[activator] | CC(C)(CC(=O)O)CC(=O)Nc1ccc(Cl)c(Cl)c1
-14% | CCOC(=O)c1cnc2c(Cl)cccc2c1Nc1ccc(C(=O)OC)cc1
8% | O=C(COc1ccc(Br)cc1)Nc1nc(-c2ccc(Br)o2)ns1
-27% | Cc1ccc(/C=C/C(=O)N(Cc2ccco2)Cc2ccco2)s1
? | CC(=O)c1ccc(NC(=O)CSc2ccc3nnc(CCNS(=O)(=O)c4ccc(C)cc4)n3n2)cc1
28% | CCCCCCCc1nc2sc3c(c2c(=O)n1N)CC(C)(C)OC3
-14%[86.2 µM] | CN1C[C@H](NCc2cnn(C)c2)CCC[C@@H](C(=O)NCc2cc(F)cc(F)c2)CC1=O
25µM* | CCOCC(=O)Nc1nn(-c2ccc(F)cc2)c2cccc(N3CCOC3=O)c12
-13% | Cc1cc(=O)n(CC(=O)NC(C)c2ccccc2)c2c1c(C)nn2-c1cccc(F)c1 (stereo not given)
-26%[149 µM] | CCC(=O)N1Cc2ccccc2CC2(CCN(Cc3ccccc3)C2)C1 (stereo not given)
-14% | O=C(NCCc1ccc(Cl)cc1)c1cccc(Nc2ncc(-c3ccc(F)cc3)cn2)c1
? | COc1ccc(-n2c(SCC(=O)NCc3ccc(F)cc3)nc3c([nH]c4ccccc43)c2=O)cc1
? | Cc1oc(-c2nc(C#N)c(N(C)CCC#N)o2)cc1S(=O)(=O)N(C)C
? | CCOc1ccccc1Oc1c(C)oc2cc(OCC(=O)O)ccc2c1=O
15% | Cc1cccc[n+]1C/C=C\c1ccccc1
-5% | Cc1cccc(-c2ncc(CN(CCN3CCOCC3)Cc3ccco3)cn2)c1

Screening data from PubChem BioAssay.
